MCF10A rerep: induces DNA re-replication in MCF 10a normal breast cells. MCF 10A DNA re-replication, Hoechst nuclear intensity, 48 h. Potency, µM (doses to about 46.1 µM), without a hit: at the highest dose activity, positive = re-replication, usual class: activators. actives 2.9% (n = 350,000); further: potency means the concentration at half of the fitted maximal effect; % of control where 0% means no effect; nearly all actives have a fitted effect of over 50% in size
SW480 rereplic: inducers of DNA re-replication in SW480 colon cancer cells; SW480 DNA re-replication, Hoechst DNA content imaging, 48 h; Potency, µM (doses to about 46.1 µM), for inactives: top-dose re-replication activation, hits mostly activators; actives 1.8% (n = 340,000); AID 624297; further: potency means the concentration at half of the fitted maximal effect; % of control where 0% means no effect; nearly all actives have a fitted effect of over 55% in size
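Hoechst fluorescence of nuclei (405 nm excitation, 500-530 nm emission) measured by plate-scanning imager after 48 hr compound exposure at 37 C; re-replication scored as increased number of nuclei with elevated intensity.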
HT1080 IDH1KD tx: HT-1080 IDH1 knockdown cell toxicity (counter line); Potency, µM (doses to about 46.1 µM), for the others: at the top dose activity, negative = toxicity, usual class: cytotoxic; HT-1080 IDH1 knockdown viability, ATP luminescence, 48 h; AID 686971; actives 2% (n = 360,000);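 further: potency means the concentration at half of the fitted maximal effect; 0% = DMSO wells and -100% = cell-free medium wells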
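Luminescent ATP read-out (CellTiter-Glo, 10 min at room temperature) after 48 h compound exposure at 37 °C gave viability of IDH1-knockdown HT-1080 cells. Activity was normalised to DMSO and cell-free wells, then fitted as concentration-response curves.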
KB-3-1 cytotox: kills parental KB-3-1 adenocarcinoma cells. KB-3-1 viability, CellTiter-Glo ATP luminescence, 72 h. Potency, µM (top dose mostly 46.1 µM), inactives show at the highest dose activity change, negative = cytotoxic, actives largely listed as cytotoxic. actives 1.4% (n = 400,000); further: potency means the concentration at half of the fitted maximal effect; on the % scale 0 is the no-effect control and ±100 the full control effect; nearly all actives have a fitted effect of over 60% in size
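Luminescent ATP read-out (CellTiter-Glo) measures survival of drug-naive KB-3-1 cells after 72 h compound exposure at 37 °C. Titration series was screened from lowest to highest concentration, with DMSO vehicle plates as background controls.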
ATXN2 expr inh: reduces ATXN2 reporter expression in HEK-293 cells; HEK-293 ATXN2-luciferase reporter, luminescence, 24 h; Potency, µM (series often up to 57 µM), without a hit: at the top dose activity change, negative = inhibition, hits mostly inhibitors; actives 0.72% (n = 360,000); AID 1745845; further: potency means the concentration at half of the fitted maximal effect; on the % scale 0 is the no-effect control and ±100 the full control effect; nearly all actives have a fitted effect of over 55% in size
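ATXN2-luciferase reporter cells (luciferase flanked by upstream and downstream ATXN2 gene portions) were treated 24 h at 37 °C with compounds at up to 57 uM. SteadyGlo luminescence gave expression; GF-AFC fluorescence gave viability.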
HT1080-NT tox: kills 2HG-producing HT-1080-NT fibrosarcoma cells; HT-1080-NT fibrosarcoma viability, CellTiter-Glo ATP luminescence, 48 h; Potency, µM (doses to about 46.1 µM), for inactives: at the highest dose activity, negative = less viability, actives largely listed as cytotoxic; actives 1.6% (n = 360,000);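 further: NT is the 2HG producing partner of a matched IDH1 knockdown line; potency means the concentration at half of the fitted maximal effect; 0% = DMSO-treated cells and -100% = media-only wells without cells; nearly all actives have a fitted effect of over 55% in size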
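Viability of the 2HG-overproducing fibrosarcoma line after 48 hours of compound exposure at 37 degrees C was determined by luminescence with CellTiter-Glo, and concentration-effect curves were then fitted and categorized.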
HepG2 viability: kills HepG2 cells in TGF-b inhibitor counter-screen; AID 588856; HepG2 CAGA-GFP viability, ATP luminescence, 18 h; Potency, µM (highest dose often 46.1 µM), for the others: top-dose activity change, negative = cytotoxicity, most hits filed as cytotoxic; actives 0.76% (n = 410,000); further: potency means the concentration at half of the fitted maximal effect; some results filed as inactive show a strong effect at the top dose
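CellTiter-Glo luminescence gave cytotoxicity after 18 hours at 37 degrees C. The cells were HepG2 CAGA-GFP in 1% FBS DMEM, stimulated with 500 pg/mL TGF-beta after compound addition. %Activity was normalised to no-cell wells (complete cell-killing) and DMSO (no toxicity), and curves were fitted and classified.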
IL-1B inflam inh: blocks inflammasome-driven IL-1 beta release; THP-1 LPS/ATP IL-1B secretion, AlphaLISA, 16 h; active compounds read low; activity change, % at 57.5 µM; actives 4.7% (n = 360,000); in the data active means activity change below about -50%; inconclusive means mostly about -30% to -49%; further: on the % scale 0 is the no-effect control and ±100 the full control effect
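Secreted IL-1B measured by AlphaLISA bead assay after 16 h compound exposure of THP-1 cells; compounds (final up to 57.5 uM) added 1 h before LPS (250 ng/mL) and ATP (1.25 mM) stimulation; lower signal means less secretion.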
ATXN viability: viability counter-screen for ATXN expression inhibitors; S2 cells (HEK-293 line with an ATXN2-luciferase reporter) viability, CellTiter-Fluor protease fluorescence, 24 h; Potency, µM (series often up to 56.7 µM), actives largely listed as cytotoxic; actives 0.49% (n = 400,000); AID 651635; further: potency means the concentration at half of the fitted maximal effect; nearly all actives have a fitted effect of over 40% in size
* = called active by the depositor; i = inactive; ? = inconclusive; . = not tested or not shown; & = joins results of further samples; [ ] = dose if it differs, or a comment. Unless noted, the call rests on the fitted dose curve; in most records, active means well fitted curve in the direction sought with a large enough effect; inconclusive means small, poorly fitted or top-dose-only effect, or another doubt; inactive means no such curve, though single readings can be large; an effect the other way counts as inactive or inconclusive.

SMILES	MCF10A rerep	SW480 rereplic	HT1080 IDH1KD tx	KB-3-1 cytotox	ATXN2 expr inh	HT1080-NT tox	HepG2 viability	IL-1B inflam inh	ATXN viability
CCCN1CCN(C2CCCCC2NS(=O)(=O)c2ccc(Cl)cc2)CC1 (stereo unspecified)	11%	-3%	1%	-10%	-15%	-19%	-36%	-9	i
O=c1oc2ccccc2c(N2CCCCC2)c1[N+](=O)[O-]	-2%	?	14%	15%	-7%	8%	7%	-50*	i
CCS(=O)(=O)N1CCN(c2ccc(C(=O)NC34CC5CC(CC(C5)C3)C4)cc2[N+](=O)[O-])CC1	16%	-11%	8%	7%	-30%	6%	-24%	29	?
COc1ccccc1C1(CC(=O)N2CCCCC2)CCOC(C(C)C)C1 (stereo unspecified)	19%	1%	-2%	-6%	3%	-3%	-13%	3	i
Cc1cc(Oc2ccccc2)nc(NCc2ccccc2)n1	19%	?	-17%	16µM*	-2%	-6%	3%	38	?
CCOC(=O)c1ccc(NC(=O)CN(c2ccc(C)cc2)S(=O)(=O)c2c(C)n[nH]c2C)cc1	?	?	?	0%	2%	?	-10%	-27	i
O=C(Nc1nc(-c2ccc(S(=O)(=O)N3CCCCCC3)cc2)cs1)c1cccs1	8%	-7%	-19%	7%	?	-15%	-21%	10	?
CCOc1ccc(CCNC(=O)Cn2c(-c3cccs3)cc3cc(F)ccc32)cc1OCC	.	.	.	6.5µM*	22µM*	.	-62%	.	11µM*
CNc1cncc(-c2ccoc2)n1	.	.	4%	0%	13%	16%	2%	5	i
COc1ccc(OC)c(S(=O)(=O)NC(=O)C2(C)CCN2C(=O)CC2CCCC2)c1 (stereo unspecified)	.	.	17%	-1%	2%	5%	3%	-8	i
CCCn1c(CCc2ccccc2)nnc1SCC(=O)N1CCCC1	1%	4%	-1%	-2%	-9%	0%	-1%	?	i
COc1cc2ccc(C(=O)O)cc2cc1OC	.	.	-2%	-14%	.	-1%	-21%	-15	i
CC(C)(C)C(=O)Nc1nnc2n1CCS2	.	.	.	4%	13%	.	-2%	.	i
Nc1ccc(C(=O)OCC(=O)N2c3ccccc3Sc3ccccc32)cc1[N+](=O)[O-]	?	-6%	-13%	?	17%	-3%	-31%	-3	i
COCc1cc(CN2CCCC2)c(O)c2ncccc12	7%	-1%	0.63µM*	?	?	1.1µM*	-26%	101	?
COc1ccc(NC(=O)CSc2nc(-c3ccc(OC)cc3)[nH]c2-c2ccc(F)cc2)cc1	.	.	.	17%	-5%	.	-8%	.	i
C[C@@H]1CN([C@@H](C)CO)C(=O)c2cc(Br)cnc2O[C@H]1CN(C)S(=O)(=O)c1cccs1	.	.	8%	0%	10%	-1%	0%	-2	i
COc1ccc(OC)c(Cc2nnc(CCC(=O)N3CCCCCC3)o2)c1	-4%	-12%	10%	1%	60%[activator][11.3 µM]	15%	-7%	-2	i
CCN(CCO)C1CC(=O)N(c2ccccc2C)C1=O (stereo unspecified)	?	?	-1%	0%	34%	0%	-21%	12	i
O=c1c(/C=N/O)coc2ccc(Cl)cc12	1%	-3%	-1%	-12%	4%	5%	5%	25	i
CC(=O)N1CCN(CC(=O)Nc2cccc(S(=O)(=O)N3CCCCC3)c2)CC1	19%	-3%	-11%	1%	-7%	-2%	3%	17	i
Cc1cc(C)c(NC(=O)CC(C)(C)C)c(Cl)c1	1%	-3%	7%	19%	23%	9%	4%	-17	i
CNC(=O)/C(C#N)=C/c1c(N2CCCCCC2)nc2c(C)cccn2c1=O	4%	-3%	0%	19%	-15%	10%	-29%	-3	i
O=C(CP(=O)(c1ccccc1)c1ccccc1)Nc1nc2ccc(Cl)cc2s1	6%	-1%	-29%	-4%	8%	?	5%	21	i
CC1CN(C(=O)COC(=O)c2c(Cl)cccc2Cl)CC(C)O1 (stereo unspecified)	1%	-1%	25%	-7%	3%	12%	-18%	24	i
(next part)
SMILES	MCF10A rerep	SW480 rereplic	HT1080 IDH1KD tx	KB-3-1 cytotox	ATXN2 expr inh	HT1080-NT tox	HepG2 viability	IL-1B inflam inh	ATXN viability
COCCN(C(=O)Nc1ccc(OC)cc1)c1nc2ccccc2s1	1%	12%	1%	5%	-5%	0%	1%	-14	i
COc1ccc(C(=O)/C=C/c2cc(OC)c(O)c(OC)c2)c(F)c1	?	27%	?	?	?	?	-29%	-100*	?
CCOC(=O)C1=CCN(S(=O)(=O)c2ccccc2Br)C1c1ccc(Br)cc1 (stereo unspecified)	.	.	-20%	-22%	-8%	-17%	-21%	55	i
COc1ccccc1N1CCN(C(=O)c2cccc(C(=O)N3CCN(c4ccccc4OC)CC3)c2)CC1	14%	4%[1.84 µM]	-6%	13%	-29%	-3%	-20%	-6	i
C[C@H](NC(=O)c1nc[nH]c1C(=O)NC1CCN(C(=O)OC(C)(C)C)CC1)C(=O)OC(C)(C)C	-1%	0.16µM*	-2%	-12%	2%	-2%	1%	-5	i
CCOC(=O)COc1c(/C=N\O)cc(Cl)cc1OC	18%	-32%[inhibitor]	9%	-14%	-10%	-1%	2%	0	i
Cc1ccc(N(CC(=O)N/N=C/c2ccc(OC3CSC3)cc2)S(=O)(=O)c2ccccc2)cc1	-2%	1%	0%	13%	5%	0%	-8%	-1	i
O=C(NCCCN1CCOCC1)C(Sc1ccccc1)c1ccccc1 (stereo unspecified)	8%	-3%	2%	0%	6%	0%	-15%	-12	i
Oc1c(Cl)cc(Cl)cc1/C=N/c1nc(-c2ccc(Cl)cc2)cs1	?	13%	-4%	-13%	.	-1%	-16%	-20	.
O=C(Nc1nnc(CCN2CCCCC2)s1)c1ccccc1Cl	2%	-24%	5%	-10%	9%	2%	-2%	-4	i
COc1ccc(N(CC(=O)Nc2cc(C)ccc2C)S(=O)(=O)c2c(C)[nH]c(=O)[nH]c2=O)cc1	2%	-16%	10%	-3%	8%	18%	-6%	40	i
O=C(NCC1CCN(C(=O)c2c(F)c(F)c(F)c(F)c2F)CC1)c1c(F)c(F)c(F)c(F)c1F	10%	7%	1%	?	-20%	0%	6%	0	?
COc1cccc(C2SCC(=O)N2c2ccc(Br)cc2)c1OC (stereo unspecified)	-3%	8%	-2%	-2%	-8%	-2%	3%	-18	i
CCC1CCC(N2CCN(c3ccccc3F)CC2)CC1 (stereo unspecified)	27%	-5%	-10%	11%	-15%	-5%	-16%	30	?
O=C(N/N=C/c1cccnc1)c1ccccc1[N+](=O)[O-]	-2%	-3%	5%	0%	.	10%	4%	21	i
O=C(Nc1ccc2c(c1)OCO2)O[C@@H]1C[C@H]2CCC(=O)N3CC[C@@H](C1)[C@@H]23	12%	-4%	11%	18%&11%	2%	11%	8%&4%	-6	i
COc1ccc(C(=O)C2CCCN(C(=O)Cn3ccc(C)n3)C2)cc1OC (stereo unspecified)	3%	0%	-6%	2%	-8%	-4%	-9%	-8	i
CN(C)c1ccc(CC(=O)c2nc3ccccc3s2)cc1	?	4%	4%	-1%	5%	0%	-22%	35	i
Cc1oc(-c2ccc(Cl)cc2)nc1CN1CCC(C(=O)NCC2CCCO2)CC1 (stereo unspecified)	-3%	10%	-8%	4%	-9%	-10%	-9%	?	i
O=C(Nc1ccc(S(=O)(=O)Nc2ncccn2)cc1)c1ccc(Br)s1	1%	-1%	-21%	1%	-18%	?	-16%	-3	i
C/C(=N\NC(=O)c1cc(C)[nH]n1)c1ccc(-c2ccccc2)cc1	?	-21%	-5%	10%	15%	-12%	-5%	-12	i
CCOc1ccccc1NC(=O)CSc1n[nH]c(N)n1	10%	20%	13%	2%	3%	4%	-1%	7	i
COCC(C)n1c(SCC(=O)NNC(=O)c2ccc(F)cc2)nc2ccccc2c1=O (stereo unspecified)	0%	-4%	8%	0%	1%	8%	-9%	-16	i
Cc1cc(C)c(OCC(=O)NCCCn2nc(C)cc2C)c(C)c1	1%	-6%	0%	?	-22%	-3%	-12%	18	i
Cc1ccc(OCC(=O)NC(=S)Nc2ccccn2)c(Br)c1	0%	0%	-7%	0%	?	6%	11%	56	i

A run of entries from further up:
SMILES	MCF10A rerep	SW480 rereplic	HT1080 IDH1KD tx	KB-3-1 cytotox	ATXN2 expr inh	HT1080-NT tox	HepG2 viability	IL-1B inflam inh	ATXN viability
COCCN(C(=O)Nc1ccc(OC)cc1)c1nc2ccccc2s1	1%	12%	1%	5%	-5%	0%	1%	-14	i
COc1ccc(C(=O)/C=C/c2cc(OC)c(O)c(OC)c2)c(F)c1	?	27%	?	?	?	?	-29%	-100*	?
CCOC(=O)C1=CCN(S(=O)(=O)c2ccccc2Br)C1c1ccc(Br)cc1 (stereo unspecified)	.	.	-20%	-22%	-8%	-17%	-21%	55	i
COc1ccccc1N1CCN(C(=O)c2cccc(C(=O)N3CCN(c4ccccc4OC)CC3)c2)CC1	14%	4%[1.84 µM]	-6%	13%	-29%	-3%	-20%	-6	i
C[C@H](NC(=O)c1nc[nH]c1C(=O)NC1CCN(C(=O)OC(C)(C)C)CC1)C(=O)OC(C)(C)C	-1%	0.16µM*	-2%	-12%	2%	-2%	1%	-5	i
CCOC(=O)COc1c(/C=N\O)cc(Cl)cc1OC	18%	-32%[inhibitor]	9%	-14%	-10%	-1%	2%	0	i
Cc1ccc(N(CC(=O)N/N=C/c2ccc(OC3CSC3)cc2)S(=O)(=O)c2ccccc2)cc1	-2%	1%	0%	13%	5%	0%	-8%	-1	i
O=C(NCCCN1CCOCC1)C(Sc1ccccc1)c1ccccc1 (stereo unspecified)	8%	-3%	2%	0%	6%	0%	-15%	-12	i
